# Rab7 wt modul – modulators of GTP binding to Rab7, primary screen, biochemical, wildtype, multiplex bead flow cytometry; Rab7 GTPase wild type (dog), Bodipy-FL-GTP binding; GST-Rab7 beads, fluorescent GTP binding; actives lie on both sides; untreated = 100%, excess cold GTP = 0%; GTP binding activity (percent of control), % at 10 µM; actives 0.055% (n = 190,000); AID 758, 2007;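 active = fluorescent GTP binding to Rab7 beads changed by at least 20 points from the 100% baseline, either direction, mostly lower; inconclusive = compound itself probably fluorescent, or too few beads counted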;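 note: median green fluorescence of bound Bodipy-FL-GTP per Rab7 bead population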
# Mcl-1 Bim block – inhibitors of Bim peptide binding to Mcl-1, primary screen, biochemical, bead-based flow cytometry, multiplex; Induced myeloid leukemia cell differentiation protein Mcl-1 (Homo sapiens), Q07820; Bim peptide-Mcl-1 binding; inhibition, % at 10 µM; actives 0.1% (n = 190,000); in the data active = inhibition above about 40%;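 note: 0% = no compound tracer wells and 100% = peptide blocker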
# Target sequence (Q07820 whole entry, looked up): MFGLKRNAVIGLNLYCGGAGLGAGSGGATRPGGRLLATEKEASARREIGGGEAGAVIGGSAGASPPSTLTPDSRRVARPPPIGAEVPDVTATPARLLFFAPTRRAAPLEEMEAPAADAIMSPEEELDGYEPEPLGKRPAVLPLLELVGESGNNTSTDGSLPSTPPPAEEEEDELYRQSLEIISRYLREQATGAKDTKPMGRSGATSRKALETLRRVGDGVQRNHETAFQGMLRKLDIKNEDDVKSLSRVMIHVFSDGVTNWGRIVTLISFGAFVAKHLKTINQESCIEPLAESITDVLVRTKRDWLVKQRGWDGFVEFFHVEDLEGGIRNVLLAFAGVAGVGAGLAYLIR
# Pf gametocyte – late stage P. falciparum gametocyte viability inhibitors, primary screen, ATP luminescence, HTS | P. falciparum stage V gametocytes, 24 h | inhibition, % at 10.9 µM | actives 0.065% (n = 150,000);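 active = inhibition above the mean plus 3 SD of compounds within the control limits, set per campaign, cut at about 38% in these data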;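 note: 0% = DMSO wells and 100% = medium only without gametocytes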
# Cdc42 wt – modulators of GTP binding to wildtype Cdc42, primary screen, biochemical, multiplex bead flow cytometry, Bodipy-GTP; Cell division control protein 42 homolog (Homo sapiens), P60953; GST-Cdc42 beads; actives lie on both sides; percent activity (GTP binding), % at 10 µM; actives 0.2% (n = 190,000);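 active = percent activity GTP binding at least 20 points away from the 100% baseline, either down as inhibitor or up as activator; inconclusive = compound flagged as likely green fluorescent from well-wide comparison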;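 note: median bead fluorescence of bound Bodipy-FL-GTP at 100 nM; 0% = excess unlabeled GTP control and 100% = no compound control; below 100% means less GTP binding so inhibitor and above means activator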
# Target sequence (P60953 whole entry, looked up): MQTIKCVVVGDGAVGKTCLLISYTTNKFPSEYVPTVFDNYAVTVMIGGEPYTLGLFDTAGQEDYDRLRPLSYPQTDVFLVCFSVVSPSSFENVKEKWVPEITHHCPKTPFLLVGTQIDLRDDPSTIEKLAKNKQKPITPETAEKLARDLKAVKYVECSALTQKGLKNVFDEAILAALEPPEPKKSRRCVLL
# Mcl1-Noxa inh – Mcl-1/Noxa binding inhibitors, primary screen, biochemical, TR-FRET, 1536-well. Induced myeloid leukemia cell differentiation protein Mcl-1 (Homo sapiens), Q07820. inhibition, % at 21.7 µM. AID 1022, 2008. actives 1.5% (n = 220,000). TR-FRET Mcl-1/Noxa peptide binding, 2 h;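 active = compounds that cut the protein-peptide binding signal by more than 50% relative to plate controls in a single-dose test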;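 note: His-tagged Mcl-1 with rhodamine Noxa BH3 peptide and terbium anti-His antibody; 0% = Mcl-1 plus Noxa peptide wells and 100% = peptide-only wells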
# Rac1 wt modul – wildtype Rac1 GTP binding modulators, primary screen, biochemical, GST-Rac1 beads, flow cytometry, multiplex; GTP binding activity (% of control), % at 10 µM; fluorescent GTP binding; actives lie on both sides; 0 = cold GTP competed, 100 = untreated; actives 0.27% (n = 190,000);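 active = GTP binding activity at least 20 points away from the 100% control level, either lower or higher; inconclusive = compound flagged as likely green fluorescent, judged across all proteins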
# Mcl1 Bid PPI – Mcl-1/Bid binding inhibitors, primary screen, biochemical, TR-FRET, 1536-well | TR-FRET Mcl-1/Bid-Dy647 peptide binding | actives 0.97% (n = 220,000) | inhibition, % at 21.7 µM | Induced myeloid leukemia cell differentiation protein Mcl-1 (Homo sapiens), Q07820 | AID 1021, 2008;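 active = compounds that cut the binding signal by more than half at the single screening dose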;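 note: His-tagged Mcl-1 with europium anti-His antibody binding Bid BH3 peptide; 0% = Mcl-1 plus peptide wells and 100% = peptide-only wells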
# Rac1 act GTP bind – GTP binding modulators of activated mutant Rac1, primary screen, biochemical, bead-based flow cytometry, multiplex, fluorescent GTP. GST-Rac1 activated beads; actives lie on both sides; 100% means binding = to untreated wells. Ras-related C3 botulinum toxin substrate 1 (Homo sapiens), P63000. percent activity (GTP binding), % at 10 µM. AID 764, 2007. actives 0.11% (n = 190,000);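 active = GTP binding at least 20 percentage points away from the 100% baseline, in either direction, so actives lie on both sides; inconclusive = Compound likely fluorescent itself, or too few beads counted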
# Rab2A wt mod – modulators of GTP binding to Rab2A wildtype, primary screen, biochemical, dog, bead-based flow cytometry, multiplex | GTP binding activity, % at 10 µM | Ras-related protein Rab-2A (Canis lupus familiaris), P61105 | GST-Rab2 wt beads, Bodipy-GTP binding | AID 760, 2007 | actives 0.19% (n = 190,000);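 active = GTP binding activity at least 20 points away from 100%, either lowered or raised; inconclusive = signal likely due to the compound's own green fluorescence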;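 note: 0% = beads with excess unlabeled GTP and 100% = no-compound control corrected for plate trend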
# RGS8-Gao reg – RGS8-Galphao binding modulators, primary screen, biochemical, multiplexed bead flow cytometry; response (percent of control binding), % at 10 µM; Guanine nucleotide-binding protein G(o) subunit alpha (Homo sapiens), P09471; actives lie on both sides; actives 0.34% (n = 220,000); in the data active = response below about 60% or above about 140%; inactive = in between;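 note: Galphao activated as the GDP aluminium fluoride complex binding bead-coupled RGS8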
# Target sequence (P09471 whole entry, looked up): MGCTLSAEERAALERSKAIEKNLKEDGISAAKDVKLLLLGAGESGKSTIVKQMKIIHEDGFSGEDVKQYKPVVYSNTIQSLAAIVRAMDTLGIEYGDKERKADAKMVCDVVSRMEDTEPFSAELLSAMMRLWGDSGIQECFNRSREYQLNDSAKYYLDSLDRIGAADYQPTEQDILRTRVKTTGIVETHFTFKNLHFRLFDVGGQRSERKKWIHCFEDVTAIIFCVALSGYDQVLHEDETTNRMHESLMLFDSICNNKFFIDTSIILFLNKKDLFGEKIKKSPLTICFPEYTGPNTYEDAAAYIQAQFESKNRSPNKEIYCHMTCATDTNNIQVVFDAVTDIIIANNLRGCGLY
# HRas wt GTP – modulators of GTP binding to HRas wildtype, primary screen, biochemical, bead-based flow cytometry, multiplex; GTPase HRas (Homo sapiens), P01112; GST-Ras wt beads, Bodipy-FL-GTP binding; actives lie on both sides; GTP binding activity, % at 10 µM; actives 0.14% (n = 190,000);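 active = GTP binding activity at least 20% away from the 100% baseline, either lowered as inhibitor or raised as activator; inconclusive = flagged as likely green fluorescent, judged across all proteins in the well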;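 note: 0% = unlabeled GTP competition control and 100% = no-compound control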
# Target sequence (P01112 whole entry, looked up): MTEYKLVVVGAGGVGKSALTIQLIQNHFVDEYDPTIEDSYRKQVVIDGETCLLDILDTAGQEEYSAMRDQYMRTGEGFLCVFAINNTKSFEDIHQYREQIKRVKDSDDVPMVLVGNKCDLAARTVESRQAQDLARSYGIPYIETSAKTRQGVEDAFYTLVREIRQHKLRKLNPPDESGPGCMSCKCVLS
# Active calls of the source: *; ? = inconclusive; . = no result given. Compounds as they come. Share with any hit: about 2.9%.
Compound,Rab7 wt modul,Mcl-1 Bim block,Pf gametocyte,Cdc42 wt,Mcl1-Noxa inh,Rac1 wt modul,Mcl1 Bid PPI,Rac1 act GTP bind,Rab2A wt mod,RGS8-Gao reg,HRas wt GTP
CC1=CC(C)(C)Nc2ccccc21,107,-1,-1,107,67*,117,28,101,107,63,106
COc1ccc(C(=O)NC(=S)NNC(=O)COc2ccccc2)cc1,94,0,-7,87,21,89,-75,89,90,98,92
CC(C)NC(=O)CSc1nncn1-c1ccccc1,102,0,.,107,8,111,-16,103,104,102,105
O=C(CN(Cc1cccs1)C(=O)CCC(=O)Nc1nccs1)NCc1ccccc1,101,0,6,100,3,101,-17,97,100,97,97
CC(=O)N1CCC(N(CCCOC(C)C)C(=O)Nc2ccc(C)c(C)c2)CC1,?,-1,.,?,-7,?,-15,?,?,105,?
CN(C)CCCN1C(=O)c2oc3ccc(F)cc3c(=O)c2C1c1cccnc1 (stereo not given),99,0,.,101,13,102,-25,98,100,100,100
COc1ccc(/C=N/n2c(SC)nnc(C(C)(C)C)c2=O)cc1OC,98,-4,-13,101,3,104,-5,99,100,97,101
Cc1ccccc1Cn1cnc2c([N+](=O)[O-])c(C)c(C)cc21,?,1,-15,?,-6,?,-7,?,?,102,?
Cn1c(=O)cc(SCC(=O)NCCC2=CCCCC2)c2ccc(Cl)cc21,94,-2,-30,94,0,96,-5,95,92,96,92
Cc1ccc(-c2n[nH]c(=S)n2/N=C/c2cccs2)cc1,95,-13,13,95,34,96,-43,96,94,97,95
O=C(NC(=S)N1CCN(c2ccc(F)cc2)CC1)C12CC3CC(CC(C3)C1)C2,?,-4,.,?,7,?,-45,?,?,104,?
O=C(Nc1ccc(F)cc1)c1cccnc1N1CCCCC1,101,-2,.,107,10,103,-8,99,104,98,103
CC(C)CCN1CCN(C2CCN(c3ccc4c(c3)OCO4)CC2)CC1CCO (stereo not given),98,0,-4,98,20,98,-67,96,97,93,98
CCOc1ccc(NC(=S)N(CCN2CCOCC2)Cc2ccc3c(c2)CCCN3CC)cc1,98,-1,-8,103,12,98,-61,96,97,100,98
CCCCn1c(SCC(=O)c2ccc3c(c2)OCCO3)nnc1-c1ccoc1C,94,-7,1,100,-5,98,28,95,96,102,97

# Part of the list above, with two lines to a compound.
# Every second line gives: Rab7 wt modul | Mcl-1 Bim block | Pf gametocyte | Cdc42 wt | Mcl1-Noxa inh | Rac1 wt modul | Mcl1 Bid PPI | Rac1 act GTP bind | Rab2A wt mod | RGS8-Gao reg | HRas wt GTP
> CN(C)CCCN1C(=O)c2oc3ccc(F)cc3c(=O)c2C1c1cccnc1 (stereo not given)
→ 99 | 0 | . | 101 | 13 | 102 | -25 | 98 | 100 | 100 | 100
> O=C(NC(=S)N1CCN(c2ccc(F)cc2)CC1)C12CC3CC(CC(C3)C1)C2
→ ? | -4 | . | ? | 7 | ? | -45 | ? | ? | 104 | ?
> CCOc1ccc(NC(=S)N(CCN2CCOCC2)Cc2ccc3c(c2)CCCN3CC)cc1
→ 98 | -1 | -8 | 103 | 12 | 98 | -61 | 96 | 97 | 100 | 98
> CCCCn1c(SCC(=O)c2ccc3c(c2)OCCO3)nnc1-c1ccoc1C
→ 94 | -7 | 1 | 100 | -5 | 98 | 28 | 95 | 96 | 102 | 97

# Next records.
Compound,Rab7 wt modul,Mcl-1 Bim block,Pf gametocyte,Cdc42 wt,Mcl1-Noxa inh,Rac1 wt modul,Mcl1 Bid PPI,Rac1 act GTP bind,Rab2A wt mod,RGS8-Gao reg,HRas wt GTP
C=CCNC(=S)NNC(=O)COc1ccc(Cl)cc1Cl,97,-7,1,100,11,101,-63,99,99,102,99
Cn1c(=O)c2[nH]c(-c3ccccc3)nc2n(C)c1=O,101,0,.,101,1,103,6,101,104,103,103
C=CCNC(=S)NNC(=O)c1ccc(Br)o1,98,0,-14,101,14,104,10,99,100,100,100
Cc1ccccc1Nc1nc(N)nc(CSc2ccc(F)cc2)n1,94,-2,-5,94,-18,97,2,95,94,102,94
Cc1ccc(-n2c(SCC(=O)N3CCOCC3)nnc2-c2cccnc2)cc1C,99,1,1,105,5,106,-32,101,100,101,105
CC(C)c1nnc(NC(=O)CCC(=O)NC2CCCc3ccccc32)s1 (stereo not given),104,-4,11,100,6,102,1,99,102,99,104
Cc1ccc2c(c1)N(CC(=O)NCc1cccnc1)C(=O)CO2,96,0,.,99,-3,100,-16,98,97,103,102
CCOC(=O)C(=O)c1c(C)cc2ccccn12,102,0,.,96,0,95,-21,96,100,102,98
COc1ccc(C(O)c2nccn2Cc2ccccc2)cc1OC (stereo not given),98,-1,.,99,7,101,-1,96,99,109,98
CCCCNC(=O)Cn1c(-c2ccc(OC)cc2)noc1=O,98,-2,.,100,13,102,-5,99,99,96,99
O=C(NCCC1=CCCCC1)c1cc2c(s1)CS(=O)(=O)C2,105,0,.,103,-10,105,-38,99,101,95,103
CCOC(=O)c1c(Cl)c(C)nn1-c1nc(OC)cc(OC)n1,101,-2,4,99,7,100,0,98,97,103,99
CCc1ccc(C(=O)COC(=O)c2nn(C)c(=O)c3ccccc23)cc1,104,1,11,93,6,96,-31,95,94,101,95
O=C(NNC(=O)C1CC=CCC1C(=O)O)c1ccc(Cl)cc1 (stereo not given),95,-3,11,98,7,100,-18,97,98,100,99
O=C(COc1ccc([N+](=O)[O-])cc1)NCc1ccccc1,97,-3,-12,100,-9,99,-7,100,102,102,100
Cn1nc(C(F)(F)F)cc1Oc1ncc(C(F)(F)F)cc1Cl,101,1,12,90,-12,96,-7,95,95,105,97
CCCCNCCOCCSc1ccc(Cl)cc1,105,-1,24,103,2,105,21,101,103,102,103
CC(=O)c1ccc(C(=O)N2CCc3c([nH]c4ccccc34)C2c2ccccn2)s1 (stereo not given),93,-1,11,96,5,98,-24,92,94,101,96
c1ccc(OCc2nn3c(-c4ccco4)nnc3s2)cc1,92,0,3,98,1,98,-15,97,94,97,94
O=C(Nc1cc(C(F)(F)F)ccc1N1CCOCC1)c1n[nH]c(=O)c2ccccc12,97,1,.,98,-14,103,-28,98,98,92,97
CC(NC(=O)COc1ccc([N+](=O)[O-])cc1)c1ccccc1 (stereo not given),102,1,-23,95,8,98,-23,97,99,100,96
Cn1c(SCC(=O)c2ccccc2)nc2cccnc21,96,-4,15,96,22,98,12,93,95,97,100
Cc1cc(C)c(NC(=O)CSc2nnc(Cc3cccn3C)n2-c2ccc(F)cc2)c(C)c1,99,0,.,101,10,98,-30,99,98,99,99
O=S(=O)(Nc1ccc(Cl)cc1)c1ccc(N2CCOCC2)c(NC(=S)NC2CC2)c1,97,0,0,88,4,89,-39,90,94,90,91
O=C(COC(=O)c1ccc(NS(=O)(=O)c2ccc(Br)s2)cc1)NC1CCCC1,98,0,5,97,1,100,-7,94,99,100,98
CCC(=O)N(Cc1cccs1)C1CCOC(C)(C)C1 (stereo not given),98,9,-15,96,-7,101,4,97,99,104,97
CCOc1ccc(C(C)(N)C(=O)O)cc1 (stereo not given),98,0,11,101,8,103,11,100,101,102,100
CC(=O)c1cccc(NC(=O)COC(=O)COc2ccc(Cl)cc2)c1,98,-6,15,96,8,95,-2,94,98,99,96
O=C(NNC(=O)c1c(F)cccc1F)c1sccc1-n1cccc1,101,-1,-1,96,14,95,-26,91,95,98,94
Clc1ccccc1CSC1=NCCN1,93,0,-7,100,14,100,-10,97,102,102,95
N=C1C(c2ccccc2)=C(O)CN1CCO,107,-3,1,99,-28,102,-37,97,100,98,100
Cc1c(C(=O)O)sc2nc(SCC(=O)Nc3ccc(S(=O)(=O)NCCCC(=O)O)cc3)[nH]c(=O)c12,97,0,5,90,3,91,7,90,93,99,93
O=C(COc1ccccc1)Nc1ccncc1,97,0,.,95,3,93,-35,95,98,103,95
C=CCN1C(=O)C(O)(CC(=O)c2ccccn2)c2ccccc21 (stereo not given),109,0,-12,105,5,106,-29,100,107,96,103
O=C(/C=C/c1cc2c(cc1Br)OCO2)NCc1ccc(F)cc1,104,-2,21,101,10,102,-9,98,102,99,103
COCCOC(=O)c1c(C)oc2ccc(NS(=O)(=O)c3cccs3)cc12,92,-2,15,94,-9,92,-15,91,91,98,92
COc1ccc(-n2c(SCC(=O)Nc3ccc4c(c3)OCO4)nnc2C(C)N2CCCCC2)cc1 (stereo not given),100,0,.,102,8,104,-12,98,99,104,101
O=C(CN(Cc1cccs1)C(=O)CN1C(=O)COc2ccccc21)NCc1ccco1,98,-1,12,102,12,100,-47,100,101,93,103
Cc1c(C=O)c2ccccc2n1CC(=O)O,96,2,-11,98,-4,99,-7,97,96,103,96
C=CCOC(=O)/C(=C\C=C\c1ccccc1)NC(=O)c1ccccc1,98,-4,9,99,-8,101,-28,98,98,86,99
COc1ccc(OCCC(=O)OCC(=O)Nc2cccc(Br)c2)cc1,96,-15,-11,100,3,99,-6,97,97,99,98
CSc1oc(-c2ccc(F)cc2)nc1S(=O)(=O)c1ccc(F)cc1,98,0,.,101,-6,100,-23,97,100,102,99
COC(=O)c1ccc(CN2C(=O)NC3(CCCCC3C)C2=O)o1 (stereo not given),102,2,.,103,12,103,-49,102,100,102,102
Cc1cc(C)n(-c2nc(Nc3ccccc3)nc(-n3nc(C)cc3C)n2)n1,95,0,1,91,1,95,11,95,89,99,91

# Quoted from the results shown, 2 compounds:
Compound,Rab7 wt modul,Mcl-1 Bim block,Pf gametocyte,Cdc42 wt,Mcl1-Noxa inh,Rac1 wt modul,Mcl1 Bid PPI,Rac1 act GTP bind,Rab2A wt mod,RGS8-Gao reg,HRas wt GTP
N=C1C(c2ccccc2)=C(O)CN1CCO,107,-3,1,99,-28,102,-37,97,100,98,100
Cc1c(C(=O)O)sc2nc(SCC(=O)Nc3ccc(S(=O)(=O)NCCCC(=O)O)cc3)[nH]c(=O)c12,97,0,5,90,3,91,7,90,93,99,93

# Compound activity (PubChem)
